High-throughput results deposited in PubChem BioAssay by several laboratories.
Siah-1 displacement: Siah-1 peptide-binding antagonists, primary screen, biochemical, fluorescence polarization, rhodamine-plectin, uHTS (AID 1817); E3 ubiquitin-protein ligase SIAH1 (Homo sapiens); one-dose displacement, % at 20 µM; IC50 in µM for titrated hits; actives 0.02% (n = 290,000); Siah-1 / rhodamine-plectin peptide fluorescence polarization; higher % means a stronger effect;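 active = displacement of at least 50% at 20 µM, with a fluorescence ratio check between 0.3 and a set limit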;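 also: plate controls were Siah plus tracer with DMSO for no effect and tracer alone without Siah for full effect; strong numbers were not always called active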
West Nile antiviral: West Nile virus antiviral activity, cell-based, CPE readout (AID 1621); West Nile virus-infected cells, CPE inhibition; higher % means a stronger effect; CPE inhibition, % at 10 µM, or IC50 in µM where a hit was titrated; actives 0.02% (n = 290,000); in the data active = a potency from the dose series; inconclusive = CPE inhibition mostly from about 3.7% at the one dose, without a potency; inactive = the rest, 99 in 100 with CPE inhibition below about 2.2%; also: strong numbers were not always called active
Salmonella PhoP GFP: inhibitors of PhoP regulon expression, primary screen, Salmonella Typhimurium, GFP reporter (AID 1863); S. Typhimurium PhoP-regulated promoter GFP reporter, 4 h; higher % means a stronger effect; inhibition, % at 50 µM, or IC50 in µM where a hit was titrated; actives 0.16% (n = 300,000);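 active = inhibition over 29.93%, a cutoff 3 SD above the screen mean, later confirmed by dose response; inconclusive = inhibition over 29.93% but no dose response follow-up; inactive = inhibition at most 29.93% or unconfirmed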;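 also: 0% = low Mg2+ inducing control and 100% = high Mg2+ repressing control; strong numbers were not always called active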
* = called active by the depositor; u = inconclusive.

SMILES | Salmonella PhoP GFP | West Nile antiviral | Siah-1 displacement
COc1ccc(OC(C)C(=O)N(C)Cc2nc(-c3ccc(OC)cc3)no2)cc1 (stereo not given) | 8% | -1.2% | 1%
O=C(NCC1CCCO1)C1CC(=O)N(c2ccc(Cl)cc2)C1 (stereo not given) | 5% | -0.5% | 8%
OCC1(CO)COC(CCc2ccccc2)=N1 | 5% | -0.4% | 12%
O=C(CCN1C(=O)c2ccccc2S1(=O)=O)Nc1ccc(F)cc1F | 5% | -0.3% | -4%
Cc1ccc(C)c(CN2CCC(CNC(=O)Nc3ccc(Cl)cc3)CC2)c1 | 10% | -0.3% | -4%
COc1ccc(NC(=O)CC(C)NCCCN2CCCC2=O)cc1 (stereo not given) | 3% | 0.2% | 2%
CCC(C)C1Nc2ccc(C(=O)NCc3ccc4c(c3)OCO4)cc2NC1=O (stereo not given) | 9% | 0.0% | -2%
CCc1ccc(C(C)NC(=S)NCc2ccc(F)cc2)cc1 (stereo not given) | -2% | -0.2% | -4%
O=C(CNC(=O)N1CC(=O)Nc2ccccc21)NCCc1ccc(Cl)cc1 | -3% | -0.4% | -6%
COc1ccc(OC)c(S(=O)(=O)N2CCCC(C(=O)NCCc3ccccc3)C2)c1 (stereo not given) | -4% | -0.6% | 12%
Cc1cc(C)c(Cn2c3ccccc3c3cnn(CC(=O)NCc4ccccn4)c(=O)c32)c(C)c1 | -3% | 0.1% | 11%
COc1ccc(S(=O)(=O)N2CCNCC2)cc1 | 7% | -1.2% | -1%
O=C(Nc1ccc(F)c(Cl)c1)c1cccnc1 | -3% | -1.2% | 7%
Cc1ccccc1NC(=O)CCc1c(C)nn(-c2ccc(N3CCCCC3)nn2)c1C | 11% | 0.2% | -3%
CCOc1ccccc1NC(=S)NCc1ccccc1 | 13% | -0.5% | 2%
COC(=O)c1ccc(C)c(NC(=O)c2ccc(CN3CCc4ccccc4C3)cc2)c1 | -11% | 0.1% | -2%
CCCC1=Nc2cc(C(=O)NCCCN3CCN(C)CC3)ccc2Sc2ccccc21 | 3% | u | 2%
CC1C(=O)N(Cc2cccc(F)c2)c2ccccc2N1C(=O)c1ccccc1 (stereo not given) | 9% | -0.8% | -1%
Cc1ccc(N(C)S(=O)(=O)c2ccc3c(c2)CC(C)N3C(=O)C2CC2)cc1 (stereo not given) | 2% | 0.6% | 12%
CN(C)CCN(C(=O)/C=C/c1cccs1)c1nc2ccc(Br)cc2s1 | 5% | u | 3%
COC(=O)c1ccc(C(=O)NC2CCCc3c2cnn3-c2ccc(C)c(C)c2)cc1 (stereo not given) | -7% | 0.6% | 1%
Cc1ccc(NC(=O)c2ccc3nsnc3c2)c(Cl)c1 | -8% | 0.0% | 9%
Cn1nnc(NC(=O)c2ccc(Br)o2)n1 | -6% | 1.8% | 2%
COc1ccc(OC)c(-c2cc(C(=O)N/N=C(\C)c3cccnc3)c3ccccc3n2)c1 | 6% | 0.0% | -2%
COc1ccc(N2CCN(C(=O)c3sc4ncn(CC(=O)N5CCCCC5)c(=O)c4c3C)CC2)cc1 | 1% | -0.6% | 0%
COc1ccc(Cc2nc3ccc(C(=O)NC(C)Cc4ncccc4C)cc3o2)cc1OC (stereo not given) | 3% | -0.8% | -2%
CC(=O)Oc1ccccc1C(=O)OCCN=C1NS(=O)(=O)c2ccccc21 | 4% | 0.2% | 10%
COc1ccc(OC)c(C2=NOC(C(=O)Nc3ccc4c(c3)OCCO4)C2)c1 (stereo not given) | -1% | -0.7% | 1%
Cc1ccn2c(C(=O)NNC(=O)Nc3ccc(Cl)cc3)c(C)nc2c1 | -3% | -0.6% | 0%
COc1ccc(/C=C/c2nc(S(=O)(=O)c3ccccc3)c(N(C)C)o2)cc1OC | 4% | 0.4% | -5%
N#Cc1ccc(C(=O)Nc2nc3ccccc3[nH]2)cc1 | -6% | -0.1% | 2%
O=C(Cc1cc(=O)oc2cc(O)ccc12)NC(Cc1ccc(Cl)cc1)C(=O)O (stereo not given) | -1% | -0.1% | -2%
COC(=O)c1scc(C)c1NC(=O)c1ccccc1F | 3% | 0.4% | 2%
Cc1cc2c(cc1S(=O)(=O)CCC(=O)Nc1cccc(C(F)(F)F)c1)OCC(=O)N2 | 2% | -0.3% | -3%
CC12CCC(C(=O)OC3CCCCC3)(OC1=O)C2(C)C (stereo not given) | 10% | -0.3% | 0%
O=C(NCCc1ccc(Cl)cc1)c1ccc(OCC2CCCO2)cc1 (stereo not given) | 3% | -0.7% | 6%
Nc1ccc(C(=O)N2N=C(c3ccccc3)CC2(O)C(F)(F)F)cc1 (stereo not given) | -8% | 0.1% | -1%
CC(O)[C@H](NC(=O)C1CCN(C(=O)[C@H](Cc2ccccc2)NC(=O)OC(C)(C)C)CC1)C(=O)O (stereo not given in full) | -1% | -0.4% | -2%
O=C(NCCN1CCCCC1)c1ccc(F)cc1Cl | -8% | 0.4% | -2%
COc1ccc(/C=C(\NC(=O)c2ccc(C)cc2)C(=O)NCCCn2ccnc2)cc1 | 0% | -0.3% | 1%
CC1(C)Cc2c(sc(NC(=O)c3ccc(S(=O)(=O)N4CCCCCC4)cc3)c2C(N)=O)C(C)(C)N1 | -7% | -0.7% | 0%
O=C(N1CCOCCOc2ccccc2OCCOCC1)C(F)(F)F | -1% | -0.2% | -1%
COc1cc(OC)c(OC)cc1CN1CCN(C(=O)CC(C)C)CC1 | 5% | -0.7% | 5%
Cc1cc(C)cc(NC(=S)N2C3CCCC2CC(NC(=O)C2CC2)C3)c1 (stereo not given) | -2% | -1.3% | 8%
COc1cc2c(cc1OC)CN(C(=O)CN1CCN(S(=O)(=O)c3ccccc3Br)CC1)CC2 | -3% | -0.3% | 1%
Cc1cccc(NS(=O)(=O)c2nnc(NC(=O)CC(C)C)s2)c1 | -1% | -0.3% | 0%
Cc1ncc([N+](=O)[O-])n1CC(=O)Nc1ccc(Br)cc1 | 13% | 0.0% | 6%
Cc1ccccc1NC(=O)CSc1nnc(NC(=O)C2CC2)s1 | 5% | 0.6% | -1%
COc1ccc(S(=O)(=O)N(C)CC(=O)NCCc2ccccc2)cc1OC | -5% | -0.8% | 1%
COc1ccccc1S(=O)(=O)N1CCN(S(=O)(=O)c2ccccc2C#N)CC1 | -1% | 0.2% | 0%
COc1ccc(S(=O)(=O)N(C)C)cc1NC(=O)CCCSc1ccccc1 | 3% | 0.0% | 1%
COc1ccc(C2C(C(=O)c3ccco3)=C(O)C(=O)N2CC2CCCO2)c(OC)c1 (stereo not given) | -5% | 0.8% | -3%
O=S(=O)(c1ccc2ccccc2c1)N1CCc2ccccc21 | 3% | -0.5% | -7%
COc1cccc(C(=O)Nc2ccc3[nH]ncc3c2)c1OC | -7% | 0.1% | -2%
Cc1cccc(NC(=O)[C@H](Cc2ccccc2)NC(=O)[C@@H]2Cc3ccccc3CN2)c1 | 3% | -0.4% | 1%
O=C(Cn1ncc2c3ccccc3n(Cc3ccccc3F)c2c1=O)NC1CC1 | 0% | -0.5% | 6%
O=C(NCCc1ccc(F)cc1)C1CCCO1 (stereo not given) | -1% | -0.8% | 9%
CC(C)(C)C(=O)Cn1ncc(N2CCOCC2)c(Cl)c1=O | 1% | 0.4% | -6%
O=C(O)Cn1c(SCCOc2ccc(Cl)cc2)nc2ccccc21 | -2% | 0.1% | 5%
CC(C)N1C(=O)N(c2ccc(Cl)cc2)C(C)(O)CC1(C)C (stereo not given) | 13% | -1.0% | -4%

Continued.
SMILES | Salmonella PhoP GFP | West Nile antiviral | Siah-1 displacement
O=C(Nn1cnnc1)c1cc(Br)ccc1Cl | -5% | -0.1% | 3%
CN(C)c1ccc(/C=N/NC(=O)c2ccc3c(c2)OCCO3)cc1 | -11% | -0.5% | -1%
COc1cccc(CN2C(=O)CCC2(C)C(=O)NCCc2ccc(OC)c(OC)c2)c1 (stereo not given) | 3% | -0.5% | 2%
CCc1ccc(C2=NN(CCC(=O)NCC3CCCO3)C(=O)CC2)cc1 (stereo not given) | -10% | 0.0% | 1%
O=[N+]([O-])c1ccc(O)c(P(=O)(c2ccccc2)c2ccccc2)c1 | 29% | 1.0% | -4%
Cc1ccc(OCC(=O)Nc2ccc(NC(=O)c3ccccc3)c(C)c2)cc1 | 11% | -0.3% | -2%
Cc1ccc(/C=C2/C(=N)N3N=C(CC(=O)N4CCCC4)SC3=NC2=O)cc1 | -10% | 0.4% | 2%
CC(/C=N/NC(=O)c1nnn(-c2nonc2N)c1C(C)C)=C\c1ccco1 | 12% | 0.4% | 0%
CC(C)(CNC(=O)c1cccc(NS(=O)(=O)c2ccc(Br)cc2)c1)N1CCOCC1 | 6% | -1.1% | 2%
O=C(Nc1cccnc1)c1cc(S(=O)(=O)N2CCCCC2)c(Cl)cc1Cl | 1% | -0.6% | 14%
CC1CCCC(C)N1S(=O)(=O)c1ccc(Cl)cc1 (stereo not given) | 3% | 0.1% | -2%
Cc1ccc2c(c1)c1c3n2CCN(CC(N)=O)C3CCC1 (stereo not given) | 7% | -1.4% | 3%
Cc1ccc(NC(=O)CN2C(=O)NC(C)(c3ccc(Cl)cc3)C2=O)c(Br)c1 (stereo not given) | -6% | 0.0% | -1%
CCC(Oc1ccccc1OC)C(=O)N1CC(=O)Nc2ccccc21 (stereo not given) | 10% | -0.5% | -1%
CCCNC(=O)c1oc2ccc3c(c2c1C)C=CC(C)(C)O3 | -3% | -1.8% | 2%

Only West Nile antiviral and Siah-1 displacement (2 entries from above):
canonical_smiles | West Nile antiviral | Siah-1 displacement
Cc1ccc(/C=C2/C(=N)N3N=C(CC(=O)N4CCCC4)SC3=NC2=O)cc1 | 0.4% | 2%
CC(/C=N/NC(=O)c1nnn(-c2nonc2N)c1C(C)C)=C\c1ccco1 | 0.4% | 0%

(more compounds)
SMILES | Salmonella PhoP GFP | West Nile antiviral | Siah-1 displacement
CCOc1cc(-c2nccc3cc(OC)c(OC)cc23)cc(OCC)c1OCC | -2% | 0.2% | 5%
CNC(=O)C(=O)NCC1OCCCN1S(=O)(=O)c1ccc2c(c1)OCCO2 (stereo not given) | -3% | 0.1% | -8%
COc1ccccc1N1C(=O)C(Cl)=C(N2CCCC2)C1=O | -4% | -0.9% | 1%
O=C(Nc1nnc(Cc2ccc(F)cc2)s1)Nc1ccccc1F | -5% | -0.7% | 9%
Cc1cnc(NC(=O)Nc2ccccc2)c(C)n1 | 4% | 0.3% | 13%
O=C(c1ccc(S(=O)(=O)N2CCOCC2)cc1)N1CCc2ccccc21 | 4% | -0.1% | -6%
CC(C)NC(=O)c1c(O)c2cccc3c2n(c1=O)CCC3 | -3% | -0.1% | -2%
CC(C)=CCCC(C)CN1CCC(n2nccc2NC(=O)c2ccccc2)CC1 (stereo not given) | 2% | -1.7% | 10%
Cc1ccc(CNc2cnccn2)s1 | 4% | -0.5% | 1%
CCOc1ccc(-c2nnc(SCC(=O)N3CCCC3)o2)cc1 | 3% | -0.1% | 0%
O=C(N/N=C/c1cccc2ccccc12)c1ccc(CN2CCOCC2)cc1 | 1% | 0.0% | 2%
CC(=O)Nc1ccc(S(=O)(=O)N2CCC(C(=O)Nc3nccs3)CC2)cc1 | -4% | -0.1% | 1%
COCc1cc(CN2CCCC(C(=O)Nc3ccc(-c4ccco4)cc3)C2)ccc1OC (stereo not given) | 3% | -0.8% | -1%
COc1ccc(NC(=O)CCNS(=O)(=O)c2ccc3c(c2)CC(C)N3C(C)=O)cc1 (stereo not given) | -2% | 0.6% | -2%
COc1cc(/C=N/NC(=O)c2nnn(-c3nonc3N)c2-c2cccs2)ccc1O | -9% | -0.1% | 9%
Cc1ccc(C)c(-c2ccc(=O)n(Cc3c(F)cccc3Cl)n2)c1 | -7% | -0.6% | 3%
COc1cc(N/C(N)=N/c2nc(C)cc(C)n2)cc(OC)c1 | -9% | -2.3% | 3%
COc1cc(-c2cc(C(=O)NCc3ccc(S(N)(=O)=O)cc3)c3ccccc3n2)cc(OC)c1OC | -5% | 0.3% | 3%
C/C(=N\Nc1nncc2ccccc12)c1ccc(OCC(=O)N(C)C)cc1 | 13% | -0.3% | -5%
COc1ccc(CN2CCNC(=O)C2CC(=O)NC2CCCCCC2)c(C)c1C (stereo not given) | -5% | -0.4% | 4%
Cc1cccc(Nc2nc(Cl)ncc2F)c1C | 8% | -0.5% | -6%
CCC(=O)c1ccc(OCC(O)CNC2CCCC2)cc1 (stereo not given) | -2% | -1.1% | 2%
CCC(C)(C)NC(=O)CN(Cc1ccc(OC)cc1)C(=O)CCC(=O)Nc1nccs1 | 5% | -1.2% | -6%
O=C1CN(C(=O)NCC(=O)N[C@@H](C(=O)O)c2ccccc2)c2ccccc2N1 | 3% | 0.3% | -3%
CCOC(=O)c1c(C)[nH]c(C)c1S(=O)(=O)N(C)CC(=O)Nc1ccccc1F | -10% | -0.3% | 9%

This is a subset; the hit share may differ from the screen's.
